ATXN2 expr inh: inhibitors of ATXN2 expression; HEK-293 ATXN2-luciferase reporter, luminescence, 24 h; Potency, µM (titrated, usually from 57 µM), inactives show top-dose activity change, negative = inhibition, usual class: inhibitors; hit rate 0.72% among 360,000; AID 1745845; note: % is set by controls: 0 for no effect and ±100 for the full control effect; nearly all actives have a fitted effect of over 55% in size
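qHTS (up to 57 uM final) was run with 24 h compound exposure of reporter cells at 37 °C. Each well was multiplexed: SteadyGlo luminescence measured ATXN2-luciferase expression after a fluorogenic Gly-Phe-AFC viability readout (25 uM final).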
Nrf2 activator: activators of Nrf2 (ARE) signaling | AREc32 ARE-luciferase reporter (MCF7-derived line), luminescence, 24 h | Potency, µM (titrated, usually from 46.1 µM), for the others: at the highest dose activation, usual class: activators | hit rate 0.31% among 410,000; note: % of control where 0% means no effect; nearly all actives have a fitted effect of over 65% in size
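Reporter line AREc32 (ARE-Fluc), seeded overnight in OPTI-MEM with 5% FBS; compound pin-transferred, 24 hr at 37 deg C, 5% CO2; luminescent read-out.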
Nrf2 inh: Nrf2 pathway inhibition; Potency, µM (series often up to 46 µM), for the others: at the top dose activity change, negative = inhibition, most hits filed as inhibitors; AID 504444; A549 ARE-Fluc reporter, luciferase luminescence, 18-24 h; hit rate 2.1% among 360,000; note: % is set by controls: 0 for no effect and ±100 for the full control effect; nearly all actives have a fitted effect of over 60% in size
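Quantitative HTS in A549 cells stably bearing an antioxidant response element-firefly luciferase construct. Inhibition of Nrf2-driven transcription was scored by luminescence after 18-24 h of compound exposure at 37 °C.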
HepG2 tox: counter-screen for TGF-b inhibitors: cytotoxicity in HepG2 cells. HepG2 CAGA-GFP viability, ATP luminescence, 18 h. Potency, µM (highest dose often 46.1 µM), inactives show at the top dose activity change, negative = cytotoxicity, usual class: cytotoxic. hit rate 0.76% among 410,000. AID 588856; note: some results filed as inactive show a strong effect at the top dose
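CellTiter-Glo luminescence gave cytotoxicity after 18 hours at 37 degrees C. The cells were HepG2 CAGA-GFP in 1% FBS DMEM, stimulated with 500 pg/mL TGF-beta after compound addition. %Activity was normalised to no-cell wells (complete cell-killing) and DMSO (no toxicity), and curves were fitted and classified.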
MCF10A rereplic: DNA re-replication induction in MCF 10a cells. MCF 10A DNA re-replication, Hoechst nuclear intensity, 48 h. Potency, µM (top dose mostly 46.1 µM), inactives show top-dose activity, positive = re-replication, hits mostly activators. hit rate 2.9% among 350,000. AID 624296; note: % of control where 0% means no effect; nearly all actives have a fitted effect of over 50% in size
EPAC2 antag: blocks human EPAC2 exchange factor | EPAC2 GEF exchange of Rap1B-BODIPY-GDP, fluorescence | Potency, µM (top dose mostly 114 µM), for the others: at the top dose activity, negative = inhibition, usual class: inhibitors | hit rate 0.18% among 360,000 | AID 720708; note: % is set by controls: 0 for no effect and ±100 for the full control effect; nearly all actives have a fitted effect of over 45% in size; many of its hits are not listed in these tables
Target sequence (Q8WZA2 whole entry, looked up): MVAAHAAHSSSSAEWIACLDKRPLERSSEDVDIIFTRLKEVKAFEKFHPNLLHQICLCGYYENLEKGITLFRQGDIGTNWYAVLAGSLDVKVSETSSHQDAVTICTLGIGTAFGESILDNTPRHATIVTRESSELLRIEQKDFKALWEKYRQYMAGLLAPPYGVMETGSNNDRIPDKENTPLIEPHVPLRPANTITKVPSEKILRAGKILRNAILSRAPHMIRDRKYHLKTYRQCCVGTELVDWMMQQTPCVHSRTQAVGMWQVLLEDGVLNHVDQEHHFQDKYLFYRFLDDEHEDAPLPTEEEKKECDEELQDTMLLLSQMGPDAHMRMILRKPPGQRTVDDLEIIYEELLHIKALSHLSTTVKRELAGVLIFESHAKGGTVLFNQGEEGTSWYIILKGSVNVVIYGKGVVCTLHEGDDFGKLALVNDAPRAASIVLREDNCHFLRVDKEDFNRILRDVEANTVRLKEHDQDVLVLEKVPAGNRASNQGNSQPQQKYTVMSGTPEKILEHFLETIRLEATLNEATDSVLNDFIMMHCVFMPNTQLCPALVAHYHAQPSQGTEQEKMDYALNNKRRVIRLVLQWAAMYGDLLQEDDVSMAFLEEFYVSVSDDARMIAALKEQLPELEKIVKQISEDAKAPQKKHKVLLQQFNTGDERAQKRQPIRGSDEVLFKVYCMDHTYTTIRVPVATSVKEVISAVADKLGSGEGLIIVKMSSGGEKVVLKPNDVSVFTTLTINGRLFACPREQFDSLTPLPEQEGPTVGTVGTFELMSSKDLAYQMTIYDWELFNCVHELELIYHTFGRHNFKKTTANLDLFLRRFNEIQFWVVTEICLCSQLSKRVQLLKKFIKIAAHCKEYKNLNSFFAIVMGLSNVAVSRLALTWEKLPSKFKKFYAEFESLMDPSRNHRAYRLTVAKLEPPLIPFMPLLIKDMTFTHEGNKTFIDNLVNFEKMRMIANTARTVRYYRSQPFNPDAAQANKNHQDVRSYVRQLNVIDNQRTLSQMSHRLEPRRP
S2 tox: reduces viability in counter-screen for ATXN expression inhibitors; hit rate 0.49% among 400,000; Potency, µM (doses to about 56.7 µM), most hits filed as cytotoxic; S2 cells (HEK-293 line with an ATXN2-luciferase reporter) viability, CellTiter-Fluor protease fluorescence, 24 h; note: nearly all actives have a fitted effect of over 40% in size
TGFb SMAD3 inh: inhibitors of TGF-b signaling; Potency, µM (series often up to 46.1 µM), for the others: at the top dose activity, negative = inhibition, usual class: inhibitors; AID 588855; hit rate 1.2% among 410,000; HepG2 CAGA-GFP TGF-b/SMAD3 reporter, GFP fluorescence, 18 h; TGF-beta stimulated, 500 pg/mL final; note: % is set by controls: 0 for no effect and ±100 for the full control effect; nearly all actives have a fitted effect of over 65% in size
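HEPG2 CAGA-GFP reporter cells (1000/well, DMEM with 1% FBS) received compounds, then recombinant TGF-beta at 500 pg/mL final for 18 hours at 37 degrees C. Per-cell GFP summed per well was normalised to unstimulated and stimulated DMSO controls before curve fitting.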
A549 viability: counter-screen for Nrf2 inhibitors: cytotoxicity in A549 cells; A549 ARE-Fluc cells, CellTiter-Fluor viability, 18-24 h; Potency, µM (doses to about 46 µM), for inactives: at the top dose activity change, negative = cytotoxicity, most hits filed as inhibitors; hit rate 0.16% among 390,000; AID 504648; note: % is set by controls: 0 for no effect and ±100 for the full control effect
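Cytotoxicity counterscreen: CellTiter-Fluor fluorescence was measured in A549 ARE_Fluc cells after 18-24 h of compound exposure in a concentration series. The subsequent BugLite luminescent read reports ARE-luciferase activity.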
Starred values were filed as active, the others as inactive; i = inactive; ? = inconclusive; · = not tested or not shown. Calls come from the whole dose curve; as a rule, active = well fitted curve in the direction sought with a large enough effect; inconclusive = small, poorly fitted or top-dose-only effect, or another doubt; inactive = no such curve, though single readings can be large; an effect the other way counts as inactive or inconclusive. Potency is the fitted concentration of half-maximal effect. This is a subset; the hit share may differ from the screen's.

SMILES	ATXN2 expr inh	Nrf2 activator	Nrf2 inh	HepG2 tox	MCF10A rereplic	EPAC2 antag	S2 tox	TGFb SMAD3 inh	A549 viability
Cc1cc(C)cc(N(C(=O)Cn2nnc3ccccc32)C(C(=O)NCc2ccco2)c2ccncc2)c1 (configuration not stated)	2%	5.2%	·	10%	1%	3%	i	21%	-3%
NS(=O)(=O)c1ccc(CCNC(=O)C2CCCCC2)cc1	9%	0.0%	16%	1%	-3%	5%	i	-4%	2%
O=C(N/N=C\c1ccc(F)cc1)c1ccc(F)cc1	21%	2.3%	?	-3%	-11%	7%	?	?	-1%
COc1ccc(-c2cc3ncc(C(=O)c4cc([N+](=O)[O-])ccc4O)cn3n2)cc1	0%	0.6%	21%	-37%	·	·	i	?	-3%
COc1ccc(C(=O)NCCS(=O)(=O)N2CCc3ccccc3C2)cc1OC	4%	0.2%	0%	2%	0%	5%	i	-5%	4%
COC(=O)c1cc(NC(=O)CCc2c(C)nc3c4c(C)cc(C)nc4nn3c2C)cc(C(=O)OC)c1	8%	0.7%	8%	-1%	·	·	i	30%	7%
COc1cccc(CCNC(=O)c2cc(COc3c(F)cccc3F)on2)c1	·	-1.0%	?	-6%	-1%	-17%	i	-15%	3%
COC(=O)c1ccc(CNC(=O)c2ccc3c(c2)NC(=O)CS3)cc1	2%	-0.3%	-11%	0%	-5%	-3%	i	9%	-2%
COc1ccc(NC(=O)c2ccc(C#N)cc2)cc1NS(=O)(=O)c1ccc(F)cc1	-3%	0.5%	-21%	-18%	-4%	-11%	i	-9%	11%
COc1ccc(C)cc1NC(=O)C(c1ccccc1)N1CCN(CC(=O)NC2CC2)CC1 (configuration not stated)	0%	0.4%	-1%	-29%	2%	17%	i	-16%	1%

Sorted by value in EPAC2 antag (highest first): 5 from the list above.
mol	EPAC2 antag
COc1ccc(C)cc1NC(=O)C(c1ccccc1)N1CCN(CC(=O)NC2CC2)CC1 (configuration not stated)	17%
COc1ccc(C(=O)NCCS(=O)(=O)N2CCc3ccccc3C2)cc1OC	5%
Cc1cc(C)cc(N(C(=O)Cn2nnc3ccccc32)C(C(=O)NCc2ccco2)c2ccncc2)c1 (configuration not stated)	3%
COc1ccc(NC(=O)c2ccc(C#N)cc2)cc1NS(=O)(=O)c1ccc(F)cc1	-11%
COc1cccc(CCNC(=O)c2cc(COc3c(F)cccc3F)on2)c1	-17%

Additional records:
SMILES	ATXN2 expr inh	Nrf2 activator	Nrf2 inh	HepG2 tox	MCF10A rereplic	EPAC2 antag	S2 tox	TGFb SMAD3 inh	A549 viability
COc1cc2[nH]c(=O)c(C(=O)NCCCN3CCCCC3)c(O)c2cc1OC	-7%	2.6%	-18%	-26%	10%	-3%	i	6%	9%
CCOc1ccc(N2C(=O)CC(N3CCOCC3)C2=O)cc1 (configuration not stated)	-1%	-0.3%	6%	3%	0%	-2%	i	?	6%
Cc1ccc(S(=O)(=O)NN=Cc2ccc(N3CCOCC3)cc2)cc1[N+](=O)[O-]	4%	1.7%	-12%	9%	7%	1%	i	10%	4%
CCOc1ccc(NC(=O)CCN2CCN(C)CC2)cc1	10%	0.7%	4%	6%	6%	13%	i	0%	2%
COc1cc(/C=N/NC(=O)c2ccc3nc[nH]c3c2)cc(OC)c1OC(C)=O	·	0.2%	·	4%	·	-5%	i	5%	·
COc1ccc(S(N)(=O)=O)cc1C(=O)NC1CCCc2ccccc21 (configuration not stated)	13%	0.0%	-5%	2%	-10%	3%	i	-8%	2%
O=C(CCN1C(=O)/C(=C/c2ccccc2Cl)SC1=S)NNC(=O)c1ccccc1O	-18%	-0.5%	-22%	-5%	17%	3%	i	9%	-7%
CCCCCC(=O)Nc1ncc2c(n1)CC(c1cccs1)CC2=O (configuration not stated)	·	-0.8%	-24%	1%	8%	4%	·	-18%	-4%
COc1ccc(OCC(=O)N/N=C(\C)CC(=O)Nc2ccc(OC)cc2[N+](=O)[O-])cc1	·	0.4%	3%	-12%	3%	7%	i	1%	-3%
CN1CCC(N(C)C(=S)NC(=O)c2cc(-c3cccc(Br)c3)nc3ccccc23)CC1	-27%	0.5%	13%	-16%	11%	0%	i	2%	6%
CC1(C)CC(=O)c2cn3nc(C(F)(F)F)nc3nc2C1	3%	-0.5%	4%	6%	-11%	14%	i	-1%	-5%
CCOC(=O)c1ccc(NC(=O)CCCn2c(=O)c3cccn3c3ccccc32)cc1	·	-0.7%	4%	-21%	·	·	·	-21%	-2%
CC(CCc1ccccc1)NC(=O)c1ccc(-n2cncn2)c([N+](=O)[O-])c1 (configuration not stated)	-1%	-0.6%	2%	4%	1%	12%	i	-3%	0%
CCCNC(=O)C(Cc1ccccc1)NS(=O)(=O)c1ccc2c(c1)CCC(=O)N2 (configuration not stated)	7%	-0.4%	7%	4%	-1%	6%	i	4%	-1%
CCOc1cc(C(=O)Nc2ccc([N+](=O)[O-])cn2)cc(OCC)c1OCC	-1%	1.7%	-10%	-13%	7%	-1%	i	-17%	1%
Cc1ccc(S(=O)(=O)c2nc(S(C)(=O)=O)sc2N(C)Cc2ccccc2)cc1	-24%	?	-2%	-3%	·	·	?	?	5%
Cc1ccc(OCC(=O)N2CCN(C(=O)c3cccnc3)CC2)cc1	5%	-0.3%	-3%	-2%	-6%	1%	i	3%	-5%
OCc1cccc(-c2csc(C(O)(c3ccccc3)C(F)(F)F)n2)c1 (configuration not stated)	-16%	2.9%	·	-44%	·	-5%	?	-20%	·
Cc1c(Cl)cnc(NC(=O)COC(=O)CCc2nc3ccccc3s2)c1Cl	-7%	0.3%	5%	5%	-6%	3%	i	7%	6%
Cc1ccc(S(=O)(=O)c2nc(-c3ccco3)oc2SCC(=O)NCC2CCCO2)cc1 (configuration not stated)	6%	-0.1%	-8%	-5%	?	7%	i	1%	-10%

Taken from above.
Result of `CCCNC(=O)C(Cc1ccccc1)NS(=O)(=O)c1ccc2c(c1)CCC(=O)N2` (configuration not stated) in MCF10A rereplic: -1%
Result of `Cc1ccc(S(=O)(=O)c2nc(S(C)(=O)=O)sc2N(C)Cc2ccccc2)cc1` in ATXN2 expr inh: -24%

Next part:
SMILES	ATXN2 expr inh	Nrf2 activator	Nrf2 inh	HepG2 tox	MCF10A rereplic	EPAC2 antag	S2 tox	TGFb SMAD3 inh	A549 viability
COc1ccc(-n2nnnc2SCC(=O)N2CCCC2=O)cc1	-6%	-1.2%	5%	2%	-2%	?	i	7%	2%
COc1ccc(OC)c(N(CC(=O)NCC2CCCO2)S(=O)(=O)c2ccccc2)c1 (configuration not stated)	3%	-0.1%	5%	-3%	1%	-8%	i	2%	1%
Oc1ccccc1Cc1c(O)ccc2ccccc12	-25%	5.6%	4%	-24%	17%	?	?	?	1%
Nc1ncnc2c1ncn2[C@@H]1O[C@H](CNC(=O)OC[C@@H](N)Cc2ccccc2)[C@@H](O)[C@H]1O	-9%	0.1%	·	-13%	·	13%	i	-7%	·
Cc1ccc(-n2c(SCC(=O)N/N=C/c3ccccc3OCC(=O)O)nc3ccccc3c2=O)cc1	9%	0.5%	-12%	-11%	-17%	-5%	?	-19%	-5%
Clc1ccc(CCNc2nc3ccccc3n3nnnc23)cc1	14%	-0.8%	-5%	2%	4%	12%	i	8%	5%
Cc1ccc(NC(=O)c2cccnc2)cc1S(=O)(=O)N(C)C	-6%	-0.1%	?	0%	?	-1%	i	-2%	5%
CCOc1cc(CNCC(C)C)c(Cl)cc1OCC(=O)Nc1ccccc1	5%	1.7%	?	-29%	0%	11%	i	4%	2%
COc1ccc(S(=O)(=O)NCC(c2cccs2)S(=O)(=O)c2ccc(C)cc2)cc1F (configuration not stated)	·	19%	·	-23%	·	·	·	?	-2%
COc1cc(/C=N/NC(=O)C2CCN(CC(O)COCc3ccccc3)CC2)cc(OC)c1OC (configuration not stated)	5%	-0.3%	3%	-1%	5%	2%	i	19%	5%
COc1ccc(N(CC(=O)Nc2cc(C)ccc2C)S(=O)(=O)c2c(C)noc2C)cc1	-10%	-0.7%	?	1%	?	-12%	i	-18%	-6%
NS(=O)(=O)c1ccc(CCNCc2cc(Br)ccc2OCc2ccccc2)cc1	-27%	2.5%	-17%	-60%	?	-4%	i	?	-10%
CCc1cc2c(-c3ccccc3)cc(=O)oc2c(CN2CCOCC2)c1O	2%	0.3%	7%	-8%	-5%	?	i	1%	-3%
Cc1ccc(C(=O)NNC(=O)c2cccnc2SCc2cccc([N+](=O)[O-])c2)cc1	7%	-0.1%	6%	-16%	7%	-1%	i	4%	4%
C/C(=N\NC(=O)c1[nH]c2c([N+](=O)[O-])cc(C)cc2c1-c1ccccc1)c1cccnc1	9%	0.1%	10%	5%	-2%	0%	i	?	-12%
Cc1ccc(NC(=O)CSCC(=O)Nc2ccccc2N2CCCC2)cc1	32%	2.4%	7%	2%	-5%	-7%	i	-9%	-1%
CCOC(=O)c1c(C)nc2c(c1-c1cc(OC)ccc1OC)C(=O)CC(C)(C)C2	·	-0.5%	2%	-14%	1%	6%	i	-4%	4%
CCc1ccc2c(c1)/C(=N/N(C)C(=S)NC)C(=O)N2	0%	3.5%	13%	1%	?	0%	i	?	-4%
Cc1ccccc1-n1c(-c2ccc(Br)o2)n[nH]c1=S	-4%	0.6%	-3%	0%	-7%	-8%	i	-5%	-4%
CC(=O)Nc1ccc(NC(=O)/C=C/c2ccc(Cl)cc2)cc1	2%	0.2%	5%	-11%	1%	-14%	i	-2%	-1%
CC1(C)SCC(C(=O)O)NC1=O (configuration not stated)	-10%	0.0%	6%	-31%	14%	9%	i	-28%	-1%
O=C(c1cc2ccc3cccnc3c2[nH]1)N1CCN(c2ccccc2)CC1	·	1.1%	?	-24%	·	·	·	-6%	14%
Cc1ccccc1Nc1c(-c2ccc(Br)o2)nc2ccc(Cl)cn12	7%	28%	26%	-36%	·	·	i	0%	4%
COc1ccccc1N1CCN(CC(=O)Nc2cc(F)ccc2C)CC1	-11%	1.3%	8%	-20%	-6%	-1%	i	-9%	0%
Cc1csc2nc(COc3ccc(NC(=O)COc4ccccc4F)cc3)cc(=O)n12	2%	-0.3%	-4%	1%	·	·	i	-4%	9%
CC(C)NC(=O)Nc1cccc2c1O[C@H](CN(C)C(=O)Nc1ccccc1)[C@@H](C)CN([C@H](C)CO)C2=O	-11%	-0.6%	3%	-13%	?	7%	i	-1%	-2%

Source: PubChem BioAssay
